Vif-APOBEC3F blk – blocks the Vif interaction with APOBEC3F | HeLa A3F-eYFP + Vif (tagged APOBEC3F with the HIV-1 protein that degrades it), YFP fluorescence increase | Potency, µM (series often up to 46.1 µM), without a hit: at the highest dose activity, negative = active | actives 0.2% (n = 390,000) | AID 602313; also: potency is read from the fitted curve at half-maximal effect; % of control where 0% means no effect; nearly all actives have a fitted effect of over 65% in size
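HeLa cells stably expressing Vif plus C-terminally eYFP-tagged A3F were seeded, incubated overnight at 37 deg C, dosed with compound, incubated overnight again at 37 deg C. Yellow fluorescence (Ex 488/Em 500-530) reported blocked Vif-mediated A3F-eYFP degradation.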
RXFP1 ag – activates the human relaxin receptor RXFP1. Q9HBX9. HEK293T-RXFP1 cAMP TR-FRET, 30 min; response scale: percent of porcine relaxin response, buffer zero. Potency, µM (series often up to 57.5 µM), inactives show at the highest dose activation, hits mostly activators. actives 0.3% (n = 370,000); also: potency is read from the fitted curve at half-maximal effect; % is scaled to controls: 0 for no effect and ±100 for the full control effect; nearly all actives have a fitted effect of over 60% in size; many of its hits are not listed in these tables
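cAMP rise read by TR-FRET after 30 min, 37C compound exposure (up to 58 uM) in RXFP1-transfected HEK293 cells with Ro 20174 present. EC50 from Hill-equation fits, with 29 nM porcine relaxin as 100% and buffer as basal.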
Vif-APOBEC3G blk – inhibitors of Vif-APOBEC3G interaction. HeLa A3G-eYFP + Vif (tagged APOBEC3G with the HIV-1 protein that degrades it), YFP fluorescence, overnight. AID 602310. Potency, µM (highest dose often 46.1 µM), inactives show at the top dose activity, negative = active, actives largely listed as inhibitors. actives 0.076% (n = 410,000);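 also: potency is read from the fitted curve at half-maximal effect; % is scaled to controls: 0 for no effect and ±100 for the full control effect; nearly all actives have a fitted effect of over 60% in size; hits raise eYFP signal because A3G escapes Vif-driven loss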
Target sequence (Q9HC16 whole entry, looked up): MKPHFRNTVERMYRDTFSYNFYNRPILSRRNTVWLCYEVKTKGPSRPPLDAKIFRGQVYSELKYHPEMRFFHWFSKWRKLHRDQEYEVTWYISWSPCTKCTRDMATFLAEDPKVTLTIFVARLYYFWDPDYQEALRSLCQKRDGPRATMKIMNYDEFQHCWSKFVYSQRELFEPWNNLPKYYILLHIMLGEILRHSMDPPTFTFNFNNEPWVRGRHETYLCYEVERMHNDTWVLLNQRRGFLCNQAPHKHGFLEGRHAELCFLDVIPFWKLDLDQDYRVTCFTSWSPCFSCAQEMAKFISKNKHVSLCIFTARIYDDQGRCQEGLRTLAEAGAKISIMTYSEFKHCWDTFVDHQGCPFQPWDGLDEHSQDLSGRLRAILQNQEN
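Read-out is eYFP fluorescence (Ex 488/Em 500-530) from Vif-expressing HeLa A3G-eYFP cells; more signal means A3G escaped Vif-mediated degradation. Cells plated overnight, compound pinned in, incubated overnight at 37 deg C.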
D1 antag – antagonists of human D1 dopamine receptor; P21728; HEK293 TREx D1 cells, calcium flux, dopamine EC80; stronger effect = lower value; activity change, negative = inhibition, % at 10 µM; actives 3.2% (n = 360,000); AID 504652; in the data active = activity change below about -30%; also: % is scaled to controls: 0 for no effect and ±100 for the full control effect
Target sequence (P21728 whole entry, looked up): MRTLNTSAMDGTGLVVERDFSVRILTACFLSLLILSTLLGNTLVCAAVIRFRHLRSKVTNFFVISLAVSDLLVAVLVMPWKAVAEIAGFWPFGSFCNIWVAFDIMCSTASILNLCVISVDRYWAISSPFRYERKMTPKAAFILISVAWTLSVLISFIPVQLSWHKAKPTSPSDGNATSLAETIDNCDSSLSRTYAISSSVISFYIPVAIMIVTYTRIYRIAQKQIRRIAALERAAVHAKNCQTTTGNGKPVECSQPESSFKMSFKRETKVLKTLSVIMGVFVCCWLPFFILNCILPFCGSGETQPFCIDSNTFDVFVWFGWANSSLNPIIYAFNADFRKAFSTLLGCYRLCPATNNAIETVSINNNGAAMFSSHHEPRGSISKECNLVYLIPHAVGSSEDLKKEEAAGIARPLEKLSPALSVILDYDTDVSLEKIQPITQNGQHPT
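Cells carrying a force-coupled, tetracycline-inducible human D1 receptor report calcium flux. Each well gets a 10 s baseline, compound with 180 s monitoring, then an EC80 dopamine stimulus with a second 180 s kinetic read.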
GRP78 ERSR act – inducers of ER stress response in human glioma cells | U87-MG GRP78 promoter luciferase reporter, 16 h | Potency, µM, inactives show at the top dose activation, usual class: activators | actives 0.02% (n = 420,000) | AID 602332; also: potency is read from the fitted curve at half-maximal effect; series mostly up to about 76 µM; % of control where 0% means no effect; nearly all actives have a fitted effect of over 35% in size
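Stably transfected U87-MG human glioma cells carrying a GRP78-based luminescent sensor were seeded at 1000 cells/well, pin-dosed with compounds and incubated 16 h. Luciferase reagent was then added, and end-point luminescence was read after 10 min at room temperature.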
D1 PAM – enhances dopamine response at the human D1 receptor | HEK293 TREx D1 cells, calcium flux, dopamine EC20 potentiation | potentiation, % at 10 µM | actives 0.036% (n = 360,000) | P21728; in the data active = potentiation above about 30%; also: 0% is about no effect
D2 potentiator – positive allosteric modulators of human D2 dopamine receptor; potentiation, % at 10 µM; HEK293 T-REx D2, calcium flux, EC20 dopamine potentiation; actives 0.34% (n = 340,000); P14416;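 active = potentiation over 3 SD above the plate norm, cut at about 30% in these data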; also: 0% is about no effect
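Using a no-wash calcium dye in inducible, force-coupled HEK293 Trex cells expressing D2, we tracked fluorescence each second for 180 s after compound, then for 180 s after EC20 dopamine to detect augmented signalling.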
D1 agonist – human D1 receptor agonism. P21728. HEK293 T-REx D1 cells, calcium flux, agonist mode. activation, % at 2 µM. actives 1% (n = 360,000). AID 504660; in the data active = activation above about 30%; also: 0% is about no effect
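Agonism was scored from calcium flux recorded over 180 s (1 read/s) after pintool compound addition, following a 10-cycle baseline. Cells were inducible force-coupled HEK293 TREx D1, plated overnight at 30 C and loaded with no-wash calcium dye.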
RXFP1 antag – antagonists of human relaxin receptor RXFP1; HEK293-RXFP1, relaxin-stimulated cAMP HTRF, 30 min; stronger effect = lower value; activity change, negative = inhibition, % at 57.5 µM; actives 0.59% (n = 350,000);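 active = activity change of -60% or lower, but not beyond a set lower limit; inconclusive = change between -60% and -40%, or beyond the set limit; inactive = change above -40%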; also: % is scaled to controls: 0 for no effect and ±100 for the full control effect
Starred values were filed as active, the others as inactive; u = inconclusive; x = not tested or not shown. Unless noted, calls follow the shape of the dose curve; as a rule, active = well fitted curve in the direction sought with a large enough effect; inconclusive = small, poorly fitted or top-dose-only effect, or another doubt; inactive = no such curve, though single readings can be large; an effect the other way counts as inactive or inconclusive.

Compound	Vif-APOBEC3F blk	RXFP1 ag	Vif-APOBEC3G blk	D1 antag	GRP78 ERSR act	D1 PAM	D2 potentiator	D1 agonist	RXFP1 antag
O=C(O)c1ccc2c(c1)C(=O)/C(=C/c1ccccc1)C2=O	u	4.7%	0%	-8	-6%	2	-2	6	11
COc1cc2c(cc1OC)NC(=O)C2	-2%	x	0%	x	2%	x	x	x	-9
CC1Cc2cc(/C(O)=C3\C(=O)C(=O)N(CCN(C)C)C3c3ccccc3F)ccc2O1 (configuration not stated)	-22%	15%	3%	-4	4%	-1	1	1	13
Cc1ccccc1NC(=S)N(CCN(C)C)C(C)c1ccccn1 (configuration not stated)	-5%	-0.8%	0%	-14	-4%	-1	1	0	6
Cc1ccc(C)c(CSC2=NCCN2C(=O)Cc2ccc([N+](=O)[O-])cc2)c1	-1%	-0.4%	0%	-9	-6%	-6	-9	1	-15
CCC(=O)n1nc(-c2ccc(OC)cc2)nc1NCc1cccs1	8%	-0.3%	-7%	4	1%	-1	2	2	4
CC(C)Cc1nnc(NC(=O)C2CC(=O)N(Cc3ccccc3)C2)s1 (configuration not stated)	1%	0.6%	0%	1	0%	3	6	4	-4
Cn1c(=O)c2c(nc(N3CCCCCC3)n2CC(=O)c2ccc(Br)cc2)n(C)c1=O	0%	0.9%	0%	15	-3%	1	-2	6	7
COc1cccc(C(=O)NCCNC(=O)c2ccccn2)c1	11%	-1.5%	1%	-1	-2%	9	-12	0	9
Cc1ccc(NC(=O)CNC(=O)c2cccs2)c(O)c1	1%	0.4%	1%	3	2%	-4	2	2	4
Cc1noc(/C=C/N(C)C)c1S(=O)(=O)N1CCCC(C(=O)NCc2ccc(F)cc2)C1 (configuration not stated)	x	2.9%	x	-5	x	-5	2	4	x
CCCn1c(=N)c(C#N)cc2c(=O)n3ccccc3nc21	5%	0.1%	0%	8	-4%	-2	-2	2	3
CC(=O)N1CCc2cc(CNS(=O)(=O)c3ccccc3C(F)(F)F)ccc21	0%	u	7%	2	5%	-3	5	5	6
Clc1cc(Cl)cc(CSc2nnc(-c3sccc3-n3cccc3)o2)c1	-18%	1.2%	2%	3	-4%	2	-7	10	-11
Cc1nc(C)c(C(=O)NNS(=O)(=O)c2ccc3ccccc3c2)s1	6%	1.0%	3%	-25	-2%	-7	14	8	-7
Nc1nonc1-c1nc2ccccc2n1CC(=O)N1CCN(c2ccc(F)cc2)CC1	-7%	-1.0%	1%	0	-7%	-5	50*	0	11
C[C@@H]1CN([C@H](C)CO)C(=O)CCCn2nncc2CO[C@@H]1CN(C)S(=O)(=O)c1cccc(F)c1	-7%	x	-1%	x	1%	x	x	x	-8
CCCC(=O)NC(=S)Nc1nc(-c2ccc(OC)cc2)cs1	u	6.7%	u	6	-1%	-6	9	2	-29
COc1ccc(CC(=O)OCC(=O)c2ccc(F)cc2)cc1	7%	x	2%	x	-2%	x	x	x	-4
Cc1ccc(C)c(Cn2c(=O)n(Cc3ccccc3)c(=O)c3c(C)c(C)sc32)c1	x	2.3%	x	-7	x	1	1	0	-7
Cc1ccc(/C=c2\sc3n(c2=O)CN(c2ccc(Br)cc2)CN=3)o1	0%	0.1%	-4%	-39*	1%	-11	-9	0	-7
CCCn1nnc(NC(=O)c2ccc([N+](=O)[O-])cc2Cl)n1	u	0.6%	-8%	4	-1%	-8	10	0	1
CC1(C)CC(=O)C2=C(C1)Nc1ccccc1NC2c1ccccn1 (configuration not stated)	-9%	-0.3%	3%	-24	-3%	-2	10	2	6
CCCN(CC1CC1)C(=S)NC(=O)C1CC1	5%	-2.0%	6%	-5	-3%	10	-5	3	-13
O=C(Cc1ccc([N+](=O)[O-])cc1)Nc1nccs1	3%	3.4%	1%	-1	-3%	-2	1	10	-4
CCN(CC)CCNC(=O)Cn1ncc2c3ccccc3n(Cc3ccccc3C)c2c1=O	-2%	-0.2%	4%	-12	-6%	0	1	5	-19
CC1Cc2cc(S(=O)(=O)N(Cc3ccccc3)C(C)C)ccc2N1C(=O)C1CCC1 (configuration not stated)	-11%	4.7%	-1%	6	-1%	-2	-3	4	-3
CCOC(=O)c1ccc(NC(=O)COc2ccc(-n3cnnn3)cc2)cc1	-6%	-0.5%	1%	0	-3%	5	10	-2	-2
Cc1cccc(N(CC(=O)NCCSCc2ccccc2)S(C)(=O)=O)c1	-1%	-0.2%	-1%	6	-4%	-2	2	2	-6
CC(C)Cn1c(CN2CCN(c3cccc(Cl)c3)CC2)nc2c1c(=O)[nH]c(=O)n2C	-8%	2.8%	u	-21	-7%	-3	2	25	x
Cc1ccc(NS(=O)(=O)c2ccc3c(c2)CCN3C(=O)C2CC2)c(C)c1	-3%	4.0%	-3%	-22	-2%	5	2	14	x
O=C(COC(=O)CCSc1ccc(Cl)cc1)Nc1ccc(F)cc1	5%	0.0%	-2%	2	2%	-8	9	12	7
COc1ccc(C2CC(=O)c3c([nH]c(C(=O)OC4CCCC4)c3C)C2)cc1OC (configuration not stated)	1%	-3.5%	0%	-9	0%	-3	-4	14	-6
COc1ccc(NC(=O)CCCc2ccccc2)c(OC)c1	3%	-0.2%	-1%	-25	0%	1	-3	-1	-13
COC(=O)C(=C/C(C)=C/c1cccs1)C(=O)OC	-1%	0.2%	-17%	3	u	-8	-9	2	-15
C=CCC1(CC=C)CCCN1C(=O)c1ccc2oc(CCCC)nc2c1	-2%	x	1%	x	1%	x	x	x	-4
O=C(COc1ccc(Br)cc1)N1CCN(c2ccccc2)CC1	2%	0.1%	-5%	0	-2%	-3	-15	0	5
CC1(C)CC(=O)C(C=NCCC2=CCCCC2)=C(O)C1	0%	0.2%	1%	5	-1%	-4	0	1	-12
Cc1ccccc1-c1nc2c(s1)CCc1onc(-c3cccc([N+](=O)[O-])c3)c1-2	-6%	-1.2%	1%	-5	-2%	-8	8	-1	x
COc1cccc(-c2nnc(N)o2)c1	-10%	2.4%	-1%	8	0%	-4	-3	1	-1
CCC(C)[C@@H](C(=O)N1CCNCC1)n1cc(CCCN=C(N)N)nn1 (some centres not stated)	-1%	0.1%	-1%	-9	-2%	9	4	1	x
CCCCCCC(=O)Nc1c2c(nc3ccccc13)N(C)CC2	x	4.4%	2%	14	-5%	-3	-15	2	-3
Cc1cccc(OCC(=O)Nc2ccncc2)c1	-2%	x	-1%	x	0%	x	x	x	8
COc1ccc(NC2CCCN(C(=O)CCN3CCCO3)C2)cc1 (configuration not stated)	0%	-0.1%	-3%	-11	-3%	-3	-6	3	1
Cc1ccc(C(=O)O/N=C(\N)c2ccccn2)cc1Cl	6%	-0.3%	-6%	5	-11%	-1	-1	2	7
CC(=O)C1CCC2C3CC(O)C4=CC(=O)CCC4(C)C3C(=O)CC12C (configuration not stated)	-3%	x	0%	x	1%	x	x	x	7
CCOc1ccc(CCNC(=O)Cn2nc(C)n3c(cc4occc43)c2=O)cc1OCC	2%	-0.3%	5%	5	-2%	-1	-3	-1	x
O=C(Nc1ccccc1F)c1ccncc1	-5%	0.4%	0%	-18	-12%	0	4	-1	3

Single records, as listed above. Order of screens: Vif-APOBEC3F blk, RXFP1 ag, Vif-APOBEC3G blk, D1 antag, GRP78 ERSR act, D1 PAM, D2 potentiator, D1 agonist, RXFP1 antag
Results for COc1cccc(-c2nnc(N)o2)c1 : -10%, 2.4%, -1%, 8, 0%, -4, -3, 1, -1
Results for CCCC(=O)NC(=S)Nc1nc(-c2ccc(OC)cc2)cs1 : u, 6.7%, u, 6, -1%, -6, 9, 2, -29

(further entries)
Compound	Vif-APOBEC3F blk	RXFP1 ag	Vif-APOBEC3G blk	D1 antag	GRP78 ERSR act	D1 PAM	D2 potentiator	D1 agonist	RXFP1 antag
COc1ccc(C(C(=O)NC(C)(C)C)N(C(=O)CCC(=O)Nc2ccccn2)C2CCCCC2)cc1 (configuration not stated)	4%	3.8%	0%	3	-4%	-2	9	2	-12
Cc1ccc(S(=O)(=O)NC2(C(=O)O)CCCC2)cc1	-5%	x	-1%	x	-3%	x	x	x	-7
CCC(=O)N(Cc1ccc2c(c1)OCO2)Cc1cc2cc(OC)ccc2[nH]c1=O	-20%	1.5%	3%	-2	-5%	0	6	2	-10
Cc1cccc(C(=O)O/N=C(\N)c2ccccn2)c1	10%	1.6%	-14%	17	-17%	-2	-5	-3	7
OC(CNCc1ccccc1F)COc1cccc2ccccc12 (configuration not stated)	-3%	-2.2%	-4%	13	-8%	-3	x	30	-28
O=C(Nc1cccc(-n2cnnn2)c1)c1ccccc1Br	5%	-0.1%	-5%	-14	-6%	-5	3	4	13
O=C(c1ccc2ncsc2c1)N1CCCC(C(F)(F)F)C1 (configuration not stated)	3%	0.1%	-2%	2	-3%	-1	9	3	5
Cc1ccc(-n2nnnc2SCC(=O)Nc2c(C)n(C)n(-c3ccccc3)c2=O)cc1	-8%	0.7%	-9%	6	-2%	0	-4	1	-14
c1ccc2[nH]c(-c3ccc4c(c3)OCO4)nc2c1	1%	x	-4%	x	-10%	x	x	x	4
Cc1ccc(C(=O)N(Cc2cccs2)C2CCS(=O)(=O)C2)cc1 (configuration not stated)	-5%	0.1%	2%	9	-1%	6	-11	-1	8
COC(=O)c1c(-c2cccnc2)csc1NC(=O)c1ccc2c(c1)OCO2	10µM*	u	-20%	8	4%	8	-5	7	-14
CCn1c(SC(C)C(=O)Nc2ccc3c(c2)OCCO3)nnc1C1CC1 (configuration not stated)	3%	2.0%	-4%	10	-2%	-4	x	4	-3
COc1cccc(NC(=O)Cn2c(=O)n(CCc3ccccc3)c(=O)c3c4c(sc32)CN(C(C)=O)CC4)c1	0%	-0.6%	-4%	-7	-3%	-6	-10	2	x
Cc1ccc(C(=O)Nc2ccc3nc(SCC(=O)N4CCc5ccccc54)sc3c2)cc1	0%	u	3%	-5	-2%	-1	-9	4	-8

Screening data (PubChem BioAssay)

A portion of the library; the hit share may differ from the screen's.
